PMI inhibitors: inhibitors of human PMI, primary screen, biochemical, fluorescence intensity, coupled assay (AID 1209); Mannose-6-phosphate isomerase (Homo sapiens); purified PMI enzyme, coupled fluorescence intensity; higher % means a stronger effect; one-dose inhibition, % at 20 µM; IC50 in µM for titrated hits; 190,000 tested, 0.42% active;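 further: plate controls were DMSO vehicle for no effect and wells lacking substrate for full effect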
SIAH1 antagonists: Siah-1 peptide-binding antagonists, primary screen, biochemical, fluorescence polarization, rhodamine-plectin, uHTS (AID 1817); displacement, % at 20 µM; hits with a dose series show IC50 in µM; E3 ubiquitin-protein ligase SIAH1 (Homo sapiens); Siah-1 / rhodamine-plectin peptide fluorescence polarization; higher % means a stronger effect; 290,000 tested, 0.02% active;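 active means displacement of at least 50% at 20 µM, with a fluorescence ratio check between 0.3 and a set limit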;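 further: plate controls were Siah plus tracer with DMSO for no effect and tracer alone without Siah for full effect; strong numbers were not always called active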
PMI inhibition: human PMI inhibitors, high substrate, primary screen, biochemical, fluorescence intensity, high mannose 6-phosphate (AID 1220); 190,000 tested, 0.66% active; Mannose-6-phosphate isomerase (Homo sapiens); inhibition, % at 20 µM, or IC50 in µM where a hit was titrated; recombinant PMI enzyme, coupled fluorescence intensity; higher % means a stronger effect
Salmonella PhoP GFP: inhibitors of PhoP regulon expression, primary screen, Salmonella Typhimurium, GFP reporter (AID 1863); S. Typhimurium PhoP-regulated promoter GFP reporter, 4 h; higher % means a stronger effect; inhibition, % at 50 µM; hits with a dose series show IC50 in µM; 300,000 tested, 0.16% active;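 active means inhibition over 29.93%, a cutoff 3 SD above the screen mean, later confirmed by dose response; inconclusive means inhibition over 29.93% but no dose response follow-up; inactive means inhibition at most 29.93% or unconfirmed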;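 further: 0% = low Mg2+ inducing control and 100% = high Mg2+ repressing control; strong numbers were not always called active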
TNAP activators: human TNAP enzyme activators, primary screen, biochemical, luminescent, no phosphate acceptor, uHTS (AID 1001). purified TNAP, luminescent activation assay, no phosphate acceptor; higher activation fold means a stronger effect. Alkaline phosphatase, tissue-nonspecific isozyme (Homo sapiens). 200,000 tested, 0.03% active. activation fold at 20 µM, or EC50 in µM where a hit was titrated; in the data active means activation fold from about 3, or a potency from the dose series; inactive means the rest, 99 in 100 with activation fold below about 1.6; further: many of its hits are not listed in these tables
RSV antiviral HEp-2: RSV antiviral activity via CPE protection, HEp-2 cells, primary 10 µM value included (AID 2391); 310,000 tested, 0.13% active; HEp-2 cells, RSV-induced CPE inhibition; higher % means a stronger effect; CPE inhibition, % at 10 µM, or IC50 in µM where a hit was titrated; in the data active means a potency from the dose series; inconclusive means CPE inhibition mostly from about 23% at the one dose, without a potency; inactive means the rest, 99 in 100 with CPE inhibition below about 21%; further: strong numbers were not always called active
Myeloid diff 2: induction of myeloid progenitor differentiation, primary screen, cell-based, flow cytometry, MLPCN library; calls only at 10 µM; AID 624256, 2012; 360,000 tested, 1% active; ER-HoxA9 myeloid progenitors, lysozyme-GFP differentiation;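 active means normalized GFP-positive differentiation at or above the plate's own cutoff, the solvent-only control mean plus 3 SD; inconclusive means no clear call, values can overlap the other calls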;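 further: cells exposed to compound for four days before flow analysis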
WT yeast gro inh: growth inhibition of WT strain, primary screen, mitochondrial fusion inhibitor project, WT and mutant strains, chemical genetic | 190,000 tested, 2.1% active | inhibition, % at 10 µM | mitochondrial fusion phenotypic screen; in the data active means inhibition above about 58%; tested in S. cerevisiae
XIAP displacement: XIAP antagonists, biochemical, IAP family, fluorescence polarization (AID 1018); 200,000 tested, 0.007% active; displacement, % at 20 µM; hits with a dose series show IC50 in µM; XIAP BIR domain, fluorescence polarization peptide displacement; higher % means a stronger effect; in the data active means displacement above about 50%; further: a part of the inactive calls stands beside numbers as strong as those of hits
WT yeast gro inh mutant strain: further read-out of WT yeast gro inh, marked with its call; inhibition, %; mitochondrial fusion phenotypic screen, mutant strain inhibition
Myeloid diff 2 GFP+ MAC1+ %: also measured in Myeloid diff 2; calls as there; GFP+ MAC1+ double positive, %; measured here: differentiation confirmed by MAC1 staining
* hit, by the source's call; i = inactive; ? = inconclusive; . = not tested or not shown. Unless noted, no stated cut-off is given here; in the data, active means inhibition above about 50%; inactive means the rest.

[1] CC(C)CNC(=O)c1c(F)c(F)c(F)c(F)c1F
[2] CCc1ccccc1NC(=O)c1ccc(NCCc2ccccc2)c([N+](=O)[O-])c1
[3] O=C(Nc1ccc(C(=O)N2CCOCC2)cc1)Nc1cccc(Cl)c1
[4] Cc1ccc(-n2c(C)nnc2SCC(=O)Nc2ccccc2)cc1
[5] COc1ccccc1-c1cc2ccccc2[nH]1
[6] CCC(=O)Nc1cc2nn(-c3ccc(OC)cc3)nc2cc1C
[7] Cc1cc(C(F)(F)F)n2nc(-c3cccs3)cc2n1
[8] Cc1ccc(Cn2c(SCC(C)C)nc3c2c(=O)n(C)c(=O)n3C)cc1
Assay by compound	1	2	3	4	5	6	7	8
PMI inhibitors	17%	12%	6%	-4%	7%	-3%	.	24%
SIAH1 antagonists	3%	1%	-1%	7%	-8%	1%	13%	0%
PMI inhibition	13%	-3%	10%	-4%	5%	-2%	.	20%
Salmonella PhoP GFP	-7%	-22%	6%	11%	1%	0%	-5%	0%
TNAP activators	1.1	1	1.1	1.1	1.1	1.1	.	1.1
RSV antiviral HEp-2	2.7%	1.3%	22%	0.9%	5.0%	0.6%	-1.5%	12%
Myeloid diff 2	i	i	i	i	i	i	i	i
Myeloid diff 2 GFP+ MAC1+ %	0.4	0.4	0.7	0.7	0.7	0.9	0.9	0.9
WT yeast gro inh	-17	-39	6	-11	13	2	.	46
WT yeast gro inh mutant strain	-17	9	-21	-1	8	-9	.	18
XIAP displacement	-10%	-6.0%	-18%	-4.8%	-1.9%	-4.3%	.	-4.0%

[9] O=C(O)c1ccc(N2CC3CC(C2)c2cccc(=O)n2C3)c(NC(=S)Nc2ccc(Br)cc2)c1 (stereo unspecified)
[10] O=C(NCCN1CCOCC1)c1ccc(Cl)c(S(=O)(=O)N2CCCC2)c1
[11] COc1ccc(C)cc1NC(=O)NNC(=O)c1ccoc1C
[12] O=C(CSc1nc2ccccc2s1)Nc1ccc2c(c1)OCO2
[13] C=CCN(CC=C)S(=O)(=O)c1ncn[nH]1
[14] O=C(NCc1ccco1)c1cnn2c1NC(c1ccc(Br)cc1)CC2C(F)(F)F (stereo unspecified)
[15] CC1CCN(S(=O)(=O)c2ccc3c(c2)c(=O)c(C(=O)N2CCCCC2)cn3C)CC1
[16] Cc1cc(C)cc(N(CCC(=O)O)S(=O)(=O)c2ccc3ccccc3c2)c1
Assay by compound	9	10	11	12	13	14	15	16
PMI inhibitors	37%	.	.	3%	1%	27%	-24%	4%
SIAH1 antagonists	-5%	-2%	-5%	3%	13%	5%	-1%	-1%
PMI inhibition	2%	.	.	1%	-6%	20%	-10%	6%
Salmonella PhoP GFP	7%	1%	-1%	15%	-4%	-7%	2%	2%
TNAP activators	1	.	.	1	1.1	1.1	0.9	1
RSV antiviral HEp-2	1.1%	0.8%	0.5%	1.4%	1.4%	?	2.1%	2.3%
Myeloid diff 2	i	i	i	i	i	i	i	i
Myeloid diff 2 GFP+ MAC1+ %	0.6	1.8	0.6	0.6	0.9	0.7	0.5	1.4
WT yeast gro inh	54	.	.	1	-14	29	-4	-9
WT yeast gro inh mutant strain	22	.	.	3	-15	29	5	-26
XIAP displacement	-20%	.	.	-0.3%	-6.1%	-2.7%	-5.9%	0.7%

[17] COc1ccc(S(=O)(=O)O)cc1P(=O)(c1ccccc1)c1ccccc1
[18] Cc1ccc(NC(=O)CCC(=O)OCC(=O)c2ccc(-c3ccccc3)cc2)cc1
[19] COC(=O)c1sc(S(=O)(=O)NCC(=O)O)c(C(=O)OC)c1C
[20] CC(C)CC(c1nnnn1C(C)C)N1CCN(c2cccc(Cl)c2)CC1 (stereo unspecified)
[21] COc1ccc(N(Cc2ccccc2)C(=O)CSc2nnc(Cn3nnc4ccccc43)o2)cc1
[22] O=c1[nH]c(C2CCN(S(=O)(=O)c3ccccc3C(F)(F)F)CC2)nc2c1nnn2Cc1ccccc1
[23] FC(F)Oc1cccc(NC(=S)N2CCN(c3ccccn3)CC2)c1
[24] Cc1nc2ccc(S(=O)(=O)NCC(=O)N3CCC(N4CCCCC4)CC3)cc2s1
Assay by compound	17	18	19	20	21	22	23	24
PMI inhibitors	.	-30%	-2%	4%	8%	.	66%*	-2%
SIAH1 antagonists	6%	3%	-1%	-6%	0%	22%	-5%	4%
PMI inhibition	.	-32%	11%	4%	7%	.	.	-6%
Salmonella PhoP GFP	1%	-2%	6%	7%	2%	1%	-10%	-5%
TNAP activators	.	1.1	1	1	1	.	1	1.2
RSV antiviral HEp-2	1.0%	1.1%	1.8%	15%	10%	-1.0%	2.8%	0.7%
Myeloid diff 2	i	i	i	i	i	i	i	i
Myeloid diff 2 GFP+ MAC1+ %	0.0	3.3	0.8	1.8	1.0	0.7	0.6	0.9
WT yeast gro inh	.	-20	-11	42	-15	.	6	16
WT yeast gro inh mutant strain	.	-60	-4	31	-8	.	18	10
XIAP displacement	.	-4.2%	-1.9%	-5.7%	-1.0%	.	-4.5%	-3.2%

[25] CC(=Nc1cccc(C)c1)c1sc2ccccc2c1O
[26] CCc1ccc(N(C(=O)CCC(=O)Nc2cc(C)on2)C(C(=O)NC(C)(C)C)c2ccc(OC)cc2)cc1 (stereo unspecified)
[27] C/C=C/c1ccc(OCCCCN2CCN(CC)CC2)c(OC)c1
[28] COc1ccc(N2CCN(C(=O)Cc3coc4cc(C)ccc34)CC2)cc1
[29] CCOC(=O)C(CC)/C(C)=N\NC(=O)CCC(=O)Nc1ccc(Cl)cc1Cl (stereo unspecified)
[30] CC(=O)Nc1cc(-c2ccccc2)nn1Cc1ccc(Cl)cc1
[31] COCCSc1ccccc1C(=O)N1CCc2ccccc21
[32] CCNC(=O)C1(c2ccccc2)CCCC1
Assay by compound	25	26	27	28	29	30	31	32
PMI inhibitors	11%	.	0%	20%	-3%	9%	.	8%
SIAH1 antagonists	-2%	5%	8%	13%	2%	7%	0%	12%
PMI inhibition	10%	.	-13%	16%	5%	3%	.	6%
Salmonella PhoP GFP	-3%	-6%	-6%	5%	-3%	-6%	6%	24%
TNAP activators	1.1	.	1.1	1.1	1.1	1.1	.	1.1
RSV antiviral HEp-2	4.0%	5.7%	-4.0%	2.1%	0.8%	1.5%	-0.1%	0.8%
Myeloid diff 2	i	i	i	i	i	i	i	i
Myeloid diff 2 GFP+ MAC1+ %	10	0.2	0.2	0.5	0.5	0.8	0.3	1.0
WT yeast gro inh	-8	.	-3	17	0	-6	.	17
WT yeast gro inh mutant strain	-12	.	4	-14	-9	14	.	-5
XIAP displacement	-1.9%	.	-6.7%	-3.2%	-2.6%	-0.2%	.	0.2%

3 of the entries above in order of their number in Salmonella PhoP GFP, lowest first.
| cpd | structure | Salmonella PhoP GFP |
| --- | --- | --- |
| 26 | CCc1ccc(N(C(=O)CCC(=O)Nc2cc(C)on2)C(C(=O)NC(C)(C)C)c2ccc(OC)cc2)cc1 (stereo unspecified) | -6% |
| 29 | CCOC(=O)C(CC)/C(C)=N\NC(=O)CCC(=O)Nc1ccc(Cl)cc1Cl (stereo unspecified) | -3% |
| 32 | CCNC(=O)C1(c2ccccc2)CCCC1 | 24% |

Carrying on.
[33] CC(NC(=O)C(=O)N/N=C/c1ccc(Cl)cc1)c1ccccc1 (stereo unspecified)
[34] O=C(CSc1nccc(=O)[nH]1)NN(c1ccccc1)c1ccccc1
[35] CC(C)(C)n1ncc(Oc2ccccc2[N+](=O)[O-])c(Cl)c1=O
[36] CN1CCN(C(=O)c2ccc(Cn3cc(Cl)cn3)o2)CC1
[37] CCn1cc(CCC(=O)O)c(C)n1
[38] N[C@@]12CCc3nonc3[C@]1(O)CC(c1ccccc1)=[N+]2[O-]
[39] O=c1c(Cc2c(F)cccc2Cl)c(O)ccn1Cc1ccc2c(c1)OCO2
[40] COc1cc(CCNC(=O)c2ccccc2NC(=O)C2=C(C)OCCS2)cc(OC)c1OC
Assay by compound	33	34	35	36	37	38	39	40
PMI inhibitors	-10%	-7%	6%	.	-86%	10%	-1%	.
SIAH1 antagonists	4%	-4%	-4%	1%	8%	-1%	0%	-1%
PMI inhibition	-12%	-5%	4%	.	-134%	14%	-4%	.
Salmonella PhoP GFP	1%	6%	-4%	8%	-8%	10%	-9%	-9%
TNAP activators	1	0.9	1	.	1.1	1.1	1	.
RSV antiviral HEp-2	-0.5%	0.9%	6.8%	0.6%	-0.7%	4.3%	1.0%	0.4%
Myeloid diff 2	i	i	i	i	i	i	i	i
Myeloid diff 2 GFP+ MAC1+ %	0.4	0.7	0.4	2.8	0.2	1.3	0.2	8.6
WT yeast gro inh	6	-7	10	.	-7	-12	47	.
WT yeast gro inh mutant strain	2	-22	-7	.	-2	-10	15	.
XIAP displacement	-4.8%	-5.3%	-1.1%	.	-6.1%	-6.2%	-5.1%	.

[41] CC(C)CN1C(=O)C(NC(=O)C2CC2)(C(F)(F)F)C2=C1CC(C)(C)CC2=O (stereo unspecified)
[42] CN1CCN(C(=O)Nc2cccc(-c3ccccc3)c2)CC1
[43] COc1ccc(/C=N/Nc2nc(N3CCCCC3)nc(N3CCCCC3)n2)cc1[N+](=O)[O-]
[44] CCOC(=O)C1=C(O)/C(=C\c2cccc(OC)c2)N=C1C
[45] O=C1CCCN1CCCNc1ncnc2sccc12
[46] COc1ccc(NC(=O)CCCC2=NS(=O)(=O)c3ccccc3N2)cc1
[47] Cc1cc(C)c(C)c(OCc2nc(-c3cccnc3)no2)c1
Assay by compound	41	42	43	44	45	46	47
PMI inhibitors	-7%	.	8%	-15%	2%	2%	13%
SIAH1 antagonists	2%	-3%	-5%	0%	0%	0%	0%
PMI inhibition	-4%	.	13%	-12%	1%	0%	2%
Salmonella PhoP GFP	0%	-7%	-3%	-1%	5%	3%	5%
TNAP activators	1	.	1	1.1	1.1	1.1	1
RSV antiviral HEp-2	1.6%	2.0%	11%	-0.2%	-0.7%	1.1%	4.6%
Myeloid diff 2	i	i	i	i	i	i	i
Myeloid diff 2 GFP+ MAC1+ %	0.8	0.4	0.3	0.7	0.1	1.8	0.7
WT yeast gro inh	-10	.	37	-23	-17	7	-3
WT yeast gro inh mutant strain	-15	.	11	-5	7	10	-11
XIAP displacement	-6.7%	.	-7.0%	-0.7%	-4.0%	-2.9%	-8.0%

High-throughput results from PubChem BioAssay.
